HUVEC tox IL1B – cytotoxicity in IL-1B stimulated HUVEC, primary screen, cytotoxicity control for IL-1B NFkB translocation project, imaging, Hoechst nuclear count, IL-1B stimulus; AID 845, 2007; 94,000 tested, 0.41% active; cell count reduction, % at 2 µM; HUVEC cell count loss;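 active = cell count reduction more than 3 SD above the screen-wide mean, cut at about 70% in these data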;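 note: normalized per plate to untreated control cells as the no-loss baseline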
CYP2C9 activ – human CYP2C9 activators, primary screen, biochemical, luminescence; recombinant CYP2C9, luciferin-H conversion; hits give high values; factor 1 = untreated enzyme, 0 = blocked; activation factor at 5 µM; 96,000 tested, 1.4% active; AID 1024, 2008;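 active = activation factor of 2 or more for CYP2C9 at a 5 µM dose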;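 note: 0 = sulfaphenazole-blocked wells and 1 = vehicle-only wells; values of inactives mirror those of a sister screen read the other way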
Target sequence (P11712 whole entry, looked up): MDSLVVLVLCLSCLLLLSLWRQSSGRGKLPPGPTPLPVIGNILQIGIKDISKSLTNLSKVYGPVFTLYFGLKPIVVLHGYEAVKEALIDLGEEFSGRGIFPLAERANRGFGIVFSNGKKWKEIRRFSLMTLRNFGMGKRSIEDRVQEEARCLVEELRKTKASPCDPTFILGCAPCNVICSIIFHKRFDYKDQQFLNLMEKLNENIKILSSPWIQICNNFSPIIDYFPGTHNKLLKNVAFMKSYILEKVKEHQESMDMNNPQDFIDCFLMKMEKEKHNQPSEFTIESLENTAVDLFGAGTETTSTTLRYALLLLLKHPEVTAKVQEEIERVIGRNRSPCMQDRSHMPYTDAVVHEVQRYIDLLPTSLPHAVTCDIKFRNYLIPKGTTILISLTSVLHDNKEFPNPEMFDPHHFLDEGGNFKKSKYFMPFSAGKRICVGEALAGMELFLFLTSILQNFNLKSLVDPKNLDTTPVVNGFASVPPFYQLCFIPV
CYP2C9 inhib – blockers of cytochrome P450 2C9 activity – biochemical, luminescence, ADME assay, primary screen; 96,000 tested, 20% active; P11712; CYP2C9 Supersomes, luciferin-H conversion; inhibition, % at 5 µM; AID 777, 2007;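 active = blocking of liver enzyme CYP2C9 beyond about 50% at 5 µM, limit read from the data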; note: values of inactives mirror those of a sister screen read the other way
hDAT+cocaine – changed hDAT dopamine uptake under cocaine IC80, either direction, primary screen, cocaine antagonist project, cell-based, LLC-PK1 hDAT, [14C]-dopamine uptake, MLSMR; B-score at 10 µM; 110,000 tested, 1.3% active; LLC-PK1 hDAT cells, [14C]-dopamine uptake with cocaine IC80; actives deviate in either direction;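 active = Z score or B-score, a plate-position-corrected score, falls beyond the plate's 99.7% confidence bounds, in either direction; inactive = both scores lie inside the 99.7% bounds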;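 note: scored against the spread of the other compound wells on the same plate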
CYP2C19 act – human CYP2C19 activators, primary screen, biochemical, luminescence; activation factor at 5 µM; 96,000 tested, under 10 active; AID 1025, 2008; recombinant CYP2C19, luciferin-H EGE luminescence; hits give high values; 0 = fully inhibited enzyme, 1 = untreated enzyme; Cytochrome P450 2C19 (Homo sapiens), P33261;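 active = activation factor of at least 2 at 5 µM in the primary screen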;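 note: 0 = wells with 2.5 mM tranylcypromine and 1 = vehicle-only wells; values of inactives mirror those of a sister screen read the other way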
Target sequence (P33261 whole entry, looked up): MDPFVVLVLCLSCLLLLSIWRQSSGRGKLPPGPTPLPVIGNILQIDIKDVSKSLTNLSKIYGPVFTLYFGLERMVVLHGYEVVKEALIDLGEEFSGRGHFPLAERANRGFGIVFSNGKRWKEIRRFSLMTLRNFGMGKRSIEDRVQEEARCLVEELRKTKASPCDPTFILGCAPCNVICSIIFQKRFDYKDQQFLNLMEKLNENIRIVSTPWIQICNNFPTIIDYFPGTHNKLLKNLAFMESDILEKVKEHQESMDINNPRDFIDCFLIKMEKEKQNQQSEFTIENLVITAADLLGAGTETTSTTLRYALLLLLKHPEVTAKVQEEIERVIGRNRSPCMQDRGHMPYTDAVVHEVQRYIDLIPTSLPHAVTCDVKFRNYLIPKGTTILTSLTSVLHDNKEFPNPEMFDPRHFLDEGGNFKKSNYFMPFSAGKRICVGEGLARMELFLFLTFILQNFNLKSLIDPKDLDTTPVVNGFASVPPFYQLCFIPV
Calb biofilm kill – clotrimazole potentiators killing Candida biofilms, primary screen, with clotrimazole, Alamar Blue. C. albicans biofilm + clotrimazole. inhibition, % at 6 µM. 85,000 tested, 0.14% active. AID 834, 2007;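 active = inhibition above 20%; inactive = inhibition below 20%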;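 note: preformed 24 hr biofilms exposed to compound for 48 hr; 0% = biofilm without compound and 100% = blank killed by clotrimazole plus chlorhexidine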
VCAM1 TNFa inh – inhibitors of TNFa-induced VCAM1 expression, primary screen, imaging, HUVEC, TNFa stimulus, immunofluorescence. HUVEC TNFa-induced VCAM-1 immunofluorescence, high-content imaging. inhibition, % at 2 µM. AID 802, 2007. 95,000 tested, 0.48% active;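 active = inhibition above the batch mean plus 3 SD, with images confirmed as a hit by eye, cut at about 37% in these data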;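 note: 0% = TNF-stimulated DMSO wells and 100% = unstimulated control wells; not every result past the cut was called active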
CYP2C19 inh – blockers of cytochrome P450 2C19 activity – biochemical, luminescence, ADME assay, primary screen; P33261; CYP2C19 Supersomes, luciferin-H EGE luminescence, 30 min; inhibition, % at 5 µM; 96,000 tested, 21% active; AID 778, 2007;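 active = CYP2C19 inhibition above a set limit at 5 µM in the primary screen, cut at about 50% in these data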;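 note: plate controls were negative control wells for no effect and 2.5 mM tranylcypromine positive control for full effect; values of inactives mirror those of a sister screen read the other way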
TNFa cytotox – cytotoxicity in TNFa-stimulated HUVEC, primary screen, cytotoxicity control for VCAM1 expression modulator project, imaging, Hoechst nuclei count. AID 848, 2007. 93,000 tested, 0.17% active. HUVEC TNFalpha-stimulated, Hoechst cell count. cell count reduction, % at 2 µM;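 active = cell count reduction exceeding the screen mean by over 5 SD, scaled to untreated wells per plate, cut at about 78% in these data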;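 note: cells counted after 24 h of TNF alpha exposure following the 1 h pretreatment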
Numbers without * were called inactive; / = no result given.

mol	HUVEC tox IL1B	CYP2C9 activ	CYP2C9 inhib	hDAT+cocaine	CYP2C19 act	Calb biofilm kill	VCAM1 TNFa inh	CYP2C19 inh	TNFa cytotox
CCCCC(=O)Nc1ccc2oc(-c3cccnc3)nc2c1	16	1	-2	0.42	1.1	-2	-9	-6	17
C=CCC(C=C)S(=O)(=O)c1ccc(C)cc1 (stereo unspecified)	6	0.9	14	0.003	0.1	/	-7	87*	12
O=C(N1CCOCC1)N(CCN1CCOCC1)Cc1cccc2ccccc12	8	1	3	0.21	0.7	2	0	33	3
COc1ccc(C2(C)NC(=O)N(CC(=O)NCCC3=CCCCC3)C2=O)cc1OC (stereo unspecified)	-9	1	2	0.38	1	5	12	1	-6
Cc1nn(C(=O)c2ccco2)c(C)c1Br	-3	1.1	-6	-1.2	1	1	-7	-1	4
CC(C)NC(=O)COc1ccc(/C=N/NS(=O)(=O)c2ccccc2)cc1	-1	0.8	15	0.57	0.9	/	-16	6	/
CCN(c1ccccc1)S(=O)(=O)c1ccc(NC(=S)NC(=O)c2ccc(Br)o2)cc1	-16	0.3	67*	0.63	0.8	/	-5	23	-13
Cc1c(NC(=O)COc2ncnc3c(Cl)cc(Cl)cc23)c(=O)n(-c2ccccc2)n1C	/	1	-1	0.57	0.9	5	/	10	/
CCC(CC)C(=O)NCCc1ccc(F)cc1	-21	0.9	15	-0.041	0.7	5	20	27	-10
Cc1ccc(NCc2nnc(SCC(=O)NCc3ccco3)n2CC2CCCO2)cc1Cl (stereo unspecified)	-30	0.4	56*	0.77	0.6	-6	-25	41	-24
CCC(C)NC(=O)c1cn(-c2cccc(C)n2)cn1 (stereo unspecified)	-11	1.1	-7	-0.39	0.9	/	13	8	4
CC1(C)C(=O)OC(C(=O)c2ccc(C(C)(C)C)cc2)C(C)(C)C1=O (stereo unspecified)	-3	0.6	40	-0.22	0.9	6	-1	5	-12
O=C(Nc1ccc(Cl)cc1)c1cnc(-c2ccccc2)nc1-c1ccccc1	-57	0.6	37	-0.24	0.9	/	20	14	-3
CCOC(=O)NC(=O)CSc1nc(C)cc(C)c1C#N	/	1	-2	/	0.4	-2	/	58*	/
CC(=O)c1ccc(N(C(=O)Cc2c[nH]c3ccccc23)C(C(=O)NC2CCCCC2)c2cccs2)cc1 (stereo unspecified)	-6	0.4	58*	0.17	0.4	/	-3	65*	-8
Cc1csc(NC(=O)c2ccoc2C)n1	-3	0.2	80*	0.17	0	7	-22	100*	15
O=C(/C=C/c1ccc(Cl)cc1Cl)n1cccn1	-16	0.8	16	0.97	0.9	3	8	15	-20
O=C(CCSCCc1ccccn1)Nc1nccs1	16	0.2	81*	1.4	0.2	-4	11	83*	-16
O=C1CS/C(=N\c2ccccn2)N1C1CCCCC1	-52	0.9	9	0.85	1	4	8	4	-2
COc1cccc(C2=NOC(C(=O)NCc3ccc(F)cc3)C2)c1 (stereo unspecified)	5	1.3	-30	/	0.6	4	-10	44	5
Cc1cccc2c(=O)cc(C)n(CC(=O)N3CCCCC3)c12	-17	0.8	24	0.79	0.1	10	-21	88*	-35
CC(=O)c1c(C)nc(-c2ccc3c(c2)OCO3)n1O	-6	0.8	15	-0.051	0.9	3	10	6	-24
c1ccc2c(c1)ncn2CCC1CCCCC1	-40	0.4	58*	1.8	0.1	5	8	92*	-8
COc1cc(/C=N/NC(=O)/C(=C\c2ccc([N+](=O)[O-])cc2)NC(=O)c2ccccc2)cc(OC)c1O	1	0.7	32	0.45	0.6	0	8	44	-13
CCC(C)NC(=O)CN(c1ccc(OC)cc1)S(=O)(=O)c1ccc(NC(C)=O)cc1 (stereo unspecified)	/	0.4	57*	0.19	0.6	3	/	38	/
COc1cc(C)nc(NS(=O)(=O)c2ccccc2)n1	/	1	1	-0.21	0.9	2	8	6	-3
COC(=O)NCc1cc2cc(Cl)ccc2[nH]1	-2	/	/	0.006	/	12	8	/	-20
O=c1c2ccccc2nnn1CSc1ccc2c(c1)OCCO2	24	0.5	55*	0.048	0.1	9	-29	94*	-12
O=C(NCCCN1CCN(Cc2ccccc2)CC1)C1CCN(S(=O)(=O)N2CCCC2)CC1	25	1	2	0.079	1	6	12	-2	-16
CCCN1C(=O)c2cc(C(=O)NCc3ccc(OC)cc3)ccc2C1O (stereo unspecified)	-38	0.9	15	-0.023	1	5	0	-3	-4

Brought forward from above: two entries, then new ones.
Molecule | HUVEC tox IL1B | CYP2C9 activ | CYP2C9 inhib | hDAT+cocaine | CYP2C19 act | Calb biofilm kill | VCAM1 TNFa inh | CYP2C19 inh | TNFa cytotox
O=C(NCCCN1CCN(Cc2ccccc2)CC1)C1CCN(S(=O)(=O)N2CCCC2)CC1 | 25 | 1 | 2 | 0.079 | 1 | 6 | 12 | -2 | -16
CCCN1C(=O)c2cc(C(=O)NCc3ccc(OC)cc3)ccc2C1O (stereo unspecified) | -38 | 0.9 | 15 | -0.023 | 1 | 5 | 0 | -3 | -4
CCOc1ccc(NC(=O)c2nccnc2CO)cc1 | -13 | 0.7 | 32 | 0.23 | 0.7 | 7 | -14 | 30 | -12
O=C(Nc1cccc(C(F)(F)F)c1)c1cc(-c2ccc(F)cc2)on1 | 6 | 3.5* | -250 | -0.1 | 1.2 | 2 | 20 | -18 | 0
Cc1ccc(C(Sc2ccccc2)C(Cn2cncn2)C(=O)c2ccccc2)cc1 (stereo unspecified) | 0 | 0.4 | 63* | 0.087 | 0.1 | / | 7 | 92* | -29
CC1(C)CC(=O)N(CC(=O)O)c2ccccc2S1(=O)=O | -126 | 0.5 | 50 | -1 | 0.8 | 4 | 10 | 23 | -9
CCc1ccccc1N1CSC2=C(C#N)C(c3ccccc3F)CC(=O)N2C1 (stereo unspecified) | 3 | 0.1 | 94* | 0.054 | 0.2 | 10 | 7 | 82* | -32
CCN(C(=O)C1CCN(S(=O)(=O)c2ccc3c(c2)oc(=O)n3C)CC1)c1cccc(C)c1 | 8 | 1 | 0 | -1.1 | 0.9 | -2 | 8 | 10 | -41
O=C(c1ccco1)N1CCN(C(c2ccccc2Cl)c2nnnn2Cc2ccco2)CC1 (stereo unspecified) | -21 | 0.7 | 27 | 0.31 | 0.9 | 1 | 26 | 10 | -24
Cc1nnc(NC(=O)C2COc3ccccc3O2)s1 (stereo unspecified) | / | 0.1 | 86* | 0.18 | 0.5 | -1 | / | 45 | /
COC(=O)c1ccc2c(c1)N(Cc1nc(-c3cccc(C)c3)oc1C)C(=O)C1CCCN21 (stereo unspecified) | 4 | 0.6 | 37 | 0.9 | 0.6 | 11 | -16 | 44 | 7
Cn1c(=O)c2c(nc(SCc3cc4c(cc3Cl)OCO4)n2C)n(C)c1=O | / | 1.1 | -10 | / | 0.9 | 2 | / | 14 | /
CC1=C(C(=O)Nc2ccc(C)cc2)C(c2ccco2)NC(=O)N1 (stereo unspecified) | -25 | / | / | -1.8 | / | 2 | -26 | / | /
COc1ccc(C2C(C(=O)N3CCN(C)CC3)c3ccccc3C(=O)N2C2CCCCC2)cc1 (stereo unspecified) | -163 | 0.9 | 10 | -1 | 0.9 | 3 | 9 | 8 | -37

CYP2C9 activ, what is marked active above
smiles,CYP2C9 activ,CYP2C9 inhib,hDAT+cocaine,CYP2C19 act,VCAM1 TNFa inh,CYP2C19 inh
O=C(Nc1cccc(C(F)(F)F)c1)c1cc(-c2ccc(F)cc2)on1,3.5*,-250,-0.1,1.2,20,-18

Remaining list, next part.
Molecule | HUVEC tox IL1B | CYP2C9 activ | CYP2C9 inhib | hDAT+cocaine | CYP2C19 act | Calb biofilm kill | VCAM1 TNFa inh | CYP2C19 inh | TNFa cytotox
CCC(C)(C)NC(=O)CN(C(=O)CNS(=O)(=O)c1ccccc1)c1ccccc1 | -64 | 1 | -2 | -0.48 | 0.9 | 4 | 2 | 10 | -10
CCCCOC(=O)C1=C(C)Nc2nnnn2C1c1ccc(OC)c(OC)c1OC (stereo unspecified) | -28 | / | / | -0.014 | / | 6 | 2 | / | -28
O=C(CCN1C(=O)COc2ccccc21)NCCN1CCN(c2ccccc2F)CC1 | 16 | 1.1 | -11 | 1.1 | 1 | 11 | 6 | 0 | -16
Cc1ccc(-n2c(Cn3nc(C(F)F)cc3C(F)F)n[nH]c2=S)cc1 | -12 | 0.9 | 8 | -0.61 | 0.9 | / | 4 | 12 | 1
Cc1ccc(CC(=O)NCC(C)C)cc1 | -7 | 0.8 | 15 | -0.17 | 0.2 | 6 | 17 | 79* | -3
COc1ccc(S(=O)(=O)Cc2ccc(C(=O)NC3CCCC3)o2)cc1 | -39 | 0.7 | 31 | -1 | 1 | 12 | 4 | -2 | -12
CCCn1c(=O)c2ccccc2n2c(SCCOc3ccc(C)cc3)nnc12 | / | 0.6 | 36 | 0.32 | 0.5 | 9 | / | 47 | /
S=C(c1ccc(N2CCOCC2)cc1)N1CCCCC1 | -29 | / | / | 0.21 | / | 9 | 3 | / | -7
Cc1ccccc1NC(=S)N(C)Cc1cccs1 | 4 | 0.8 | 24 | -0.48 | 0.3 | 3 | 5 | 75* | -16
O=C1CC(c2ccco2)CC(O)=C1C=NCCN1CCN(C2CC(=O)N(c3ccccc3)C2=O)CC1 (stereo unspecified) | 6 | / | / | -0.33 | / | 3 | 4 | / | -19
O=C(NCc1cccnc1)C1CCN(S(=O)(=O)c2cccs2)CC1 | -5 | 0.8 | 21 | -0.68 | 0.6 | -3 | 3 | 45 | 0
O=C(NC1=NCCS1)c1cc(-c2ccccc2)nn1-c1ccccc1 | / | 1.1 | -14 | -0.5 | 1.2 | 4 | / | -17 | /
Cc1ccc(Sc2c(C(=O)Nc3ccc(F)cc3F)c(C(F)(F)F)nn2C)cc1 | / | 0.9 | 8 | 0.3 | 0.8 | / | / | 19 | /
CCOC(=O)c1[nH]c2ccccc2c1NC(=O)C1CCCCC1 | -32 | / | / | -1.3 | / | 6 | -2 | / | -19
O=C(c1ccco1)N1CCN(C(=O)C(c2ccccc2)c2ccccc2)CC1 | -7 | / | / | -0.85 | / | -7 | -58 | / | /
CCOc1cc(C)nc(NCc2ccccc2)n1 | -73 | 1 | 1 | 0.67 | 0.7 | 1 | -20 | 34 | 0
Cc1ccc(C)c(NC(=O)c2ncn[nH]2)c1 | 15 | 0.9 | 5 | -0.66 | 1 | 7 | 3 | 0 | -16
CCOc1ccc(NC(=O)CSc2nnc(-c3ccccn3)n2C)cc1 | 3 | 0.9 | 8 | 0.7 | 1.1 | / | 7 | -10 | -14
CCN(CCNC(=O)CCCn1nc(C)n2c(cc3sccc32)c1=O)c1ccccc1 | 6 | 1 | 0 | -0.33 | 0.6 | 7 | 12 | 45 | -9
O=C(NCc1ccc2c(c1)OCO2)c1ccc(-n2cnnn2)cc1 | -2 | 1.2 | -21 | -0.97 | 0.8 | 8 | 17 | 16 | -9

Assay outcomes as filed in PubChem.

Rows are unselected; any-hit rate near 29%.
